High-throughput results: PubChem, Broad Institute
CASP6 VEID inh: inhibitors of human caspase-6; hit rate 0.53% among 350,000; purified caspase-6, Z-VEID-R110 cleavage fluorescence; P55212; inhibition, % at 12.5 µM; AID 686996;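 active = mean inhibition across replicates at least about 35%, with every replicate also reaching that limit, limit read from the data; inconclusive = only one of the two criteria met; inactive = neither criterion met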;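 note: 0% = median of neutral control wells and 100% = no fluorescence left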
CFTR F508del cor: correctors of CFTR F508del function in bronchial epithelial cells. hit rate 0.36% among 350,000. AID 720511. CFBE cells, YFP halide quenching; stimulated with forskolin plus potentiator P3; % fluorescence drop versus neutral controls. activity (quench increase), % at 7.58 µM;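 active = mean added fluorescence quench of at least 8% versus neutral control, with both replicates also reaching 8%; inconclusive = only one of the mean or replicate conditions met; inactive = mean below 8% and not both replicates reaching 8%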;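 note: cells transiently co-express mutant CFTR-F508del with the halide-sensitive YFP; corrector assay measuring rescue of mutant channel to the surface after 24 h compound exposure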
DENV2 CPE rescue: protects cells from dengue virus 2 cytopathic effect | DENV2-infected cells, cytopathic effect rescue, plate reader | CPE inhibition, % at 9.99 µM | hit rate 1.7% among 350,000 | AID 651640; in the data active = CPE inhibition above about 20%, passing the limit was not always enough; inconclusive = no clear call, values can overlap the other calls; tested in BHK-21 cells;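 note: 0% = median of neutral control wells and 100% = median of positive control wells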
ERp5 inh: blocks human ERp5 reductase activity on insulin. Q15084. ERp5 insulin aggregation, absorbance 650 nm, 90 min. inhibition, % at 9.99 µM. hit rate 0.05% among 350,000;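 active = mean replicate inhibition above about 25%, with every replicate also reaching it, limit read from the data, passing the limit was not always enough; inconclusive = only one of those two criteria met; inactive = neither criterion met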
miR-122 sensor: blocks miR-122 activity in Huh7 sensor cells | hit rate 0.3% among 340,000 | Huh7 miR-122 Renilla luciferase sensor, 48 h; neutral wells = 0, positive control = 100 | AID 602342 | activation (reporter increase), % at 12.5 µM;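 active = mean replicate activation score at least 90 and every replicate individually at or above 90; inconclusive = only one of the two criteria met; inactive = neither criterion met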;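 note: higher luciferase means less miR-122 activity so hits act as miR-122 inhibitors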
ERAP1 inh: inhibitors of human ERAP1 aminopeptidase. recombinant ERAP1, Leu-AMC fluorescence, 60 min. Q9NZ08. hit rate 0.15% among 340,000. AID 652197. inhibition, % at 10.7 µM;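 active = mean replicate inhibition of at least 30%, or all replicates individually reaching that 30% level; inactive = mean below 30% and not every replicate reaching it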;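 note: 0% = neutral control wells and 100% = L-leucinethiol positive control wells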
Target sequence (Q9NZ08 whole entry, looked up): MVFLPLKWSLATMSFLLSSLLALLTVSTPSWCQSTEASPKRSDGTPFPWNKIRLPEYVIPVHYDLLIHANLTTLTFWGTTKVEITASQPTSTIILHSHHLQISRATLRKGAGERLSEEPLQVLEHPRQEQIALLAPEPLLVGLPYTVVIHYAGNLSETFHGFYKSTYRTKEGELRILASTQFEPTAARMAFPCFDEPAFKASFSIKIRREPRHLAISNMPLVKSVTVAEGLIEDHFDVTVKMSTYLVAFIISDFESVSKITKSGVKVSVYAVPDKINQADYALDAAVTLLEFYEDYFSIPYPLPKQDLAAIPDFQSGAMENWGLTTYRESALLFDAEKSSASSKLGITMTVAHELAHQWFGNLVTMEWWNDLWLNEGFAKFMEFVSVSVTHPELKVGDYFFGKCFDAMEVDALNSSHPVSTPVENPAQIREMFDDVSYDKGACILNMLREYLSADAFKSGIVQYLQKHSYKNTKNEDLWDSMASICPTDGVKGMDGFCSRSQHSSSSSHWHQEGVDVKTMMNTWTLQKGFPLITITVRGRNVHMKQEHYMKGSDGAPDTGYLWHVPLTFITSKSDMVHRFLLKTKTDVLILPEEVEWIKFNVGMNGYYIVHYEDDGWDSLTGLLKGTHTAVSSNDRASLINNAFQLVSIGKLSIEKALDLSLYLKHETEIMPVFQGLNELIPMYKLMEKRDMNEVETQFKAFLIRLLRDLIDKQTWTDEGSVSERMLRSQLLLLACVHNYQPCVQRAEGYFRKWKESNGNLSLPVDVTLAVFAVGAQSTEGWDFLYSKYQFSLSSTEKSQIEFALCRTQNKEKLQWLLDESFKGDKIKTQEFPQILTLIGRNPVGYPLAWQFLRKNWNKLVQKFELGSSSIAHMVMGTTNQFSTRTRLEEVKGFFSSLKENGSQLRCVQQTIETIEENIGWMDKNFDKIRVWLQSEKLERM
SIRT5 block: blocks human SIRT5 desuccinylation of peptide; inhibition, % at 15 µM; Purified SirT5, succinyl-peptide AMC, trypsin-coupled fluorescence; Q9NXA8; hit rate 1.1% among 330,000; in the data active = inhibition above about 15%; inconclusive = no clear call, values can overlap the other calls
The depositor's hits bear a star; u = inconclusive; x = not tested or not shown; & = joins results of further samples; [ ] = remark or other dose.

canonical_smiles | miR-122 sensor | SIRT5 block | DENV2 CPE rescue | ERp5 inh | CASP6 VEID inh | CFTR F508del cor | ERAP1 inh
CN1C(=O)c2cc(NC(=O)c3cnccn3)ccc2OC[C@H]2O[C@@H](CC(=O)N[C@H]3CCN(Cc4ccccc4)C3)CC[C@@H]21 | 16.7[16.7 µM] | 8.2 | 5.8 | -5.4 | -0.4 | 2.6 | -6.6
C[C@@H]1CCCCO[C@H](CN(C)C(=O)Nc2ccc(C(F)(F)F)cc2)[C@@H](C)CN([C@@H](C)CO)C(=O)c2cc(NS(=O)(=O)c3ccc(F)cc3)ccc2O1 | 13.2[16.7 µM] | 18.4* | -3.1 | 4.4 | -2.7 | 0.8 | -2.1
COCC(=O)N1CCCCN2[C@H](C1)[C@@H](c1ccc(-c3ccc(F)cc3)cc1)[C@@H]2CO | 0.1[16.7 µM] | -6.9 | 16.3 | -2.8 | 1.8 | -1.9 | -0.9
CCCC#Cc1ccc([C@H]2[C@@H](CO)N(C(C)=O)[C@@H]2CNC(=O)C2CC2)cc1 | x | 1.9 | -1.7 | 3.0 | -0.7 | -4.1 | -0.9
COc1ccc(NC(=S)NCc2cccs2)cc1 | x | -2.0 | 2.2 | -7.7 | 2.3 | 0.4 | 0.7
C[C@H]1CN([C@@H](C)CO)C(=O)CCCn2cc(nn2)CO[C@@H]1CN(C)C(=O)Nc1cccc(Oc2ccccn2)c1 | 0.2 | -3.8&-2.2 | 10.3&-3.4 | 0.3&13.9 | -4.4&-0.2 | -0.5&-1.5&-2.9 | 4.9&-0.4
COc1cccc(CNC(=O)c2n[nH]c3ccccc23)c1 | -1.3 | -2.4 | -4.4 | 7.6 | 2.2 | -1.7 | 0.8
COc1ccc(N2CCN(C(=O)c3ccc(F)cc3)CC2)c([N+](=O)[O-])c1 | x | -0.2 | 5.5 | -0.8 | 4.9 | -1.1 | -1.8
Cc1cc2c(sc3c(C)ccc(C)c32)c(C)n1 | -0.2 | -1.1 | u | 1.3 | 5.8 | 2.1 | -1.2
Cc1nn(C)c(C)c1CNC(=O)Nc1cccc(Cl)c1C | 0.5 | -5.2 | 8.5 | -0.5 | -0.3 | 0.4 | 2.9
CC1CCN(S(=O)(=O)c2ccc3c(c2)N(C)C(=O)CC(=O)N3C)CC1 | -2.0 | -0.9 | -13.5 | 2.8 | -1.0 | 0.1 | 11.0
CCN(C(=O)COC(=O)C1CCN(S(=O)(=O)c2ccc(C)c(C)c2)CC1)C1CCS(=O)(=O)C1 (stereo not given) | 1.3 | -0.8 | x | -5.3 | -2.7 | -0.6 | -3.8
COc1ccc(CN(C)C[C@H]2Oc3ccc(NS(=O)(=O)c4cn(C)cn4)cc3CC(=O)N([C@H](C)CO)C[C@@H]2C)cc1 | -0.7[16.7 µM] | -1.4 | -7.4 | 2.8 | -1.7 | 1.3 | -0.9
COc1cccc(C(=O)O/N=C(\N)c2ccccn2)c1 | -1.2 | -6.2 | -3.9 | 2.3 | -4.3 | 2.0 | -1.2
Cc1ccc(-c2nc(S(=O)(=O)c3ccc(C)cc3)c(N3CCOCC3)o2)cc1 | 0.0 | -1.0 | -2.0 | 0.7 | -2.4 | -1.1 | 0.6
CCN(CC)C(=O)CSc1nc(O)c(Cc2ccc(OC)cc2)c(=O)[nH]1 | -5.2 | -0.5 | -0.8 | 1.4 | 2.2 | -1.4 | -2.8
CCCC(C)C(=O)NC1CCCCN(C)C1=O (stereo not given) | x | x | -10.8 | 0.1 | 5.0 | 4.0 | -1.7
CCOc1ccc2nc(N3CCCC(C(=O)NCCCN4CCCCC4)C3)sc2c1 (stereo not given) | 2.0 | 7.0 | 3.5 | -1.6 | -51.8 | 0.7 | 3.2
O=C(CCc1nnc(Cc2cccc(C(F)(F)F)c2)o1)NCCc1ccccc1F | x | -0.9 | -2.0 | 0.8 | -3.1 | -7.7 | -2.3
C/C(=N/O)c1ccccn1 | 11.8 | x | -0.8 | -0.1 | -1.5 | -1.1 | 2.6

canonical_smiles | miR-122 sensor | SIRT5 block | DENV2 CPE rescue | ERp5 inh | CASP6 VEID inh | CFTR F508del cor | ERAP1 inh
Clc1ccc(CN2CCSCC2)c(Cl)c1 | 1.3 | 3.3 | 3.4 | 0.6 | 2.4 | -0.7 | 1.2
CN(C)C(=O)c1ccc(-c2ccc([C@@H]3[C@@H](CO)N4CCCCN(C(=O)C5CCCC5)C[C@H]34)cc2)cc1 | -28.1[16.7 µM] | 3.2 | -3.6 | 0.5 | 4.0 | -3.5 | -3.4
O=C(NCc1nnc(SCC(=O)N2CCOCC2)o1)c1ccccc1 | x | x | 5.6 | -5.0 | -1.1 | 1.4 | -0.1
O=[N+]([O-])c1ccccc1C=NNc1ccccc1 | x | 3.4 | -10.9 | 1.9 | -2.2 | 2.9 | 0.1
CC(C)c1ccc(NC(=O)Cn2c(=O)oc3ccccc32)cc1 | -0.4 | -2.9 | -3.5 | 3.2 | -1.9 | 1.8 | 1.3
C=CCn1c(-c2ccccn2)n[nH]c1=S | x | -0.7 | -0.3 | -8.8 | 0.0 | 1.5 | 8.4
CCCC(=O)N(Cc1cc(=O)[nH]c2ccccc12)c1ccccc1C | -11.5 | -4.1 | -0.4 | 3.2 | -0.2 | -0.1 | 1.0
COc1ccccc1CNC(=O)C[C@H]1CC[C@H]2[C@@H](COC[C@H](O)CN2C(=O)Nc2ccc(Cl)cc2)O1 | -2.5[16.7 µM] | -0.6 | -2.3 | 8.1 | -1.9 | 3.1 | 0.4
CNc1cccc(-c2ccc(C(C)=O)s2)n1 | -5.2 | 3.3 | 0.0 | -2.7 | -0.8 | 1.5 | 2.1
NC(=O)c1ccc(NC(=O)COC(=O)c2ccccc2Nc2ccccc2)cc1 | -0.7 | -6.1 | -1.8 | 2.4 | -4.0 | 0.7 | 3.8
Cc1cc(NC(=O)/C=C/c2ccc(F)cc2)n(-c2nc3ccccc3[nH]2)n1 | x | 1.4 | -5.7 | 0.9 | -2.7 | 6.2 | 1.0
CCN(CC)CCNC(=O)c1ccc(NC(=O)c2cccc(S(=O)(=O)Nc3ccc(C)cc3)c2)cc1 | x | -1.3 | 2.5 | -0.1 | -12.4 | x | -8.0
CCCCN(C(=O)c1ccc2c(c1)OCO2)C1CCS(=O)(=O)C1 (stereo not given) | -2.7 | 2.2 | -9.8 | -1.0 | 0.1 | 0.1 | 3.7
O=C(Nc1nc(-c2cc3ccccc3oc2=O)cs1)c1ccco1 | -9.2 | x | u | -3.7 | -1.0 | 1.7 | x
CCc1cc(=O)oc2cc(OC3CCCCC3=O)ccc12 (stereo not given) | -2.2 | -3.8 | 12.0 | 1.9 | 1.8 | 0.7 | -2.5
COCC(=O)Nc1ccc2c(c1)[C@H]1C[C@@H](CC(=O)NCCc3ccccc3)O[C@H](CO)[C@H]1O2 | -6.2[16.7 µM] | 0.3 | 11.2 | -6.5 | -0.4 | -2.2 | 7.9
CCOc1ccc(NC(=O)c2ccc(F)c(S(=O)(=O)N3CCCC3)c2)cc1 | 2.9 | x | -5.4 | 4.1 | -0.2 | -0.2 | 0.4
O=C(c1cnccn1)N1CC[C@@H]2[C@@H](CO)Nc3ccc(-c4ccccc4)cc3[C@@H]21 | 6.1[16.7 µM] | -1.8 | -13.4 | 12.0 | -0.7 | 1.0 | -2.4
O=C(NNC(=O)C1CCCN(S(=O)(=O)c2cccc(F)c2)C1)C1CC1 (stereo not given) | 0.9 | -4.2 | 8.5 | -5.5 | 1.2 | 3.7 | -3.9
C[n+]1ccccc1/C=C/c1c(F)cccc1F | 2.4 | 2.0 | -3.1 | 1.8 | -3.0 | -1.7 | 17.1

Pulled by structure from the list above, two records:
canonical_smiles | miR-122 sensor | SIRT5 block | DENV2 CPE rescue | ERp5 inh | CASP6 VEID inh | CFTR F508del cor | ERAP1 inh
O=[N+]([O-])c1ccccc1C=NNc1ccccc1 | x | 3.4 | -10.9 | 1.9 | -2.2 | 2.9 | 0.1
CC(C)c1ccc(NC(=O)Cn2c(=O)oc3ccccc32)cc1 | -0.4 | -2.9 | -3.5 | 3.2 | -1.9 | 1.8 | 1.3

Next part.
canonical_smiles | miR-122 sensor | SIRT5 block | DENV2 CPE rescue | ERp5 inh | CASP6 VEID inh | CFTR F508del cor | ERAP1 inh
CCCNC(=O)N1CC(=O)N2[C@H](C1)[C@H](c1ccc(-c3ccncc3)cc1)[C@@H]2CO | x | -1.2 | 2.9 | -4.8 | 1.1 | -2.8 | 1.6
Cc1cccc(NS(=O)(=O)c2nnc(NC(=O)c3ccccc3F)s2)c1 | x | 3.2 | -8.1 | -3.5 | -1.6 | 0.8 | -0.4
CCOc1ccccc1/C=N\Nc1cnn(Cc2ccccc2)c(=O)c1Cl | 0.2 | -3.4 | 9.6 | 3.2 | -4.2 | -3.4 | 0.1
CCCN(C)C[C@H]1Oc2ncc(-c3ccccc3OC)cc2C(=O)N([C@@H](C)CO)C[C@@H]1C | -7.5[16.7 µM] | 4.0 | -11.1 | -1.6 | 0.6 | -0.3 | -0.8
Nc1ccn(C2C=CC(CO)O2)c(=O)n1 (stereo not given) | x | x | 1.3 | 6.1 | 0.3 | 0.8 | 0.2
CSCCC(NC(=O)c1ccco1)C(=O)Nc1ccc(C)cn1 (stereo not given) | -1.4 | -2.1 | 8.2 | -2.3 | 0.8 | 0.9 | -2.6
CCOC(=O)c1cc(CC)sc1N1C(=O)CC(Sc2ccccc2C(=O)O)C1=O (stereo not given) | x | -3.7 | -1.1 | 0.8 | -3.6 | 1.2 | 0.8
Cc1ccc(NC(=O)C2CCN(S(=O)(=O)c3c(C)nn(C)c3C)CC2)c(Cl)c1 | x | -7.6 | 3.5 | 6.4 | -0.6 | -3.2 | 0.4
CNC(=O)C[C@H]1CC[C@@H]2[C@@H](COc3ccc(NC(=O)Nc4ccc(F)cc4)cc3C(=O)N2C)O1 | -4.8[16.7 µM] | -2.6 | 13.2 | -1.1 | 0.0 | 0.6 | -2.6
O=C(O)CCCNc1ccc([N+](=O)[O-])c(NCCCC(=O)O)n1 | -1.2 | 3.2 | 1.7 | -2.9 | -0.2 | 3.3 | 0.7
CN(c1ccc(OC(=O)CC2OC(=O)c3ccccc32)cc1)S(=O)(=O)c1ccccc1 (stereo not given) | -4.4 | 1.1 | -1.3 | 3.0 | 1.0 | -2.8 | 0.6
CCN1CCN(CCNC(=O)c2ccc3c(c2)N(Cc2cccc(Cl)c2)C(=O)c2ccccc2S3=O)CC1 (stereo not given) | -9.3 | 0.9 | 0.4 | 1.4 | -19.7 | -1.0 | -0.3
O=S(=O)(c1ccccc1F)N1CC[C@@H]2[C@H](CO)Nc3ccc(-c4ccc(F)cc4)cc3[C@@H]21 | -3.9[16.7 µM] | 8.1 | -7.8 | -4.4 | 0.1 | 0.3 | -0.2
CC(=O)c1cc2c(cc1NC(=O)CCc1c(C)nc3ncnn3c1C)OCO2 | -10.4 | 1.0 | -4.6 | -1.4 | 1.5 | -1.3 | 2.6
COc1cccc(-n2nnc3c(=O)n(Cc4ccccc4Cl)cnc32)c1 | x | -3.0 | 5.8 | -2.0 | 2.4 | 1.3 | -2.8
CSCCC(NS(=O)(=O)c1ccc(Cl)cc1)C(=O)OCc1cccc(Cl)c1 (stereo not given) | 31.9 | x | 10.5 | 1.4 | 3.9 | x | -1.4
Cc1c(C#N)c2ccccc2n1CCOc1ccccc1F | 0.8 | -3.1 | 0.1 | -0.9 | 0.2 | -0.3 | -0.2
CC(C)(C)OC(=O)N[C@@H]1C=CC(=O)C1 | x | x | -11.3 | -3.9 | 0.1 | 3.0 | 2.4
O=C1CCC(C(=O)N2CCSCC2)CN1Cc1cccc(C(F)(F)F)c1 (stereo not given) | x | -3.1 | -3.3 | 0.4 | -3.1 | -5.2 | -2.5
Cc1ccc(C2CC(c3cccs3)=NN2C(=O)CSc2nc(=O)n3cc(C)ccc3n2)cc1 (stereo not given) | -7.3 | 2.4 | u | -8.5 | -1.9 | 1.3 | -5.8
CC(C)CC#Cc1cnc2c(c1)C(=O)N([C@H](C)CO)C[C@H](C)[C@H](CN(C)C(=O)c1ccc(F)cc1)O2 | 1.0[16.7 µM] | -3.9 | 4.5 | -0.4 | -0.5 | 1.2 | -3.3
